Hsp90 Hop PPI: changes Hsp90-Hop TPR2A binding signal, up or down; 71,000 tested, 0.44% active; Potency, µM (doses to about 57 µM), for the others: at the top dose activity change, negative = inhibition; AlphaScreen TPR2A-His6 binding biotin-Hsp90 C-terminal peptide; AID 595; active = well fitted curve in either direction with a large enough effect; inconclusive = small, poorly fitted or top-dose-only effect, or another doubt; also: potency is read from the fitted curve at half-maximal effect; % is scaled to controls: 0 for no effect and ±100 for the full control effect; many of its hits are not listed in these tables
CRE-bla Fsk: alters forskolin-stimulated CRE reporter signaling in CHO cells; CHO CRE-bla reporter (cAMP response element driving beta-lactamase), forskolin EC10, beta-lactamase ratio; Potency, µM (highest dose often 38.2 µM), without a hit: top-dose activity change, negative = inhibition, most hits filed as activators; 71,000 tested, 2.5% active; active = well fitted activation curve with a large enough effect in the signal ratio, with a control signal flat, not every such curve was filed as active; inconclusive = small, poorly fitted or top-dose-only effect, or effect the other way, or a change in a side signal; the % refers to the signal ratio; also: potency is read from the fitted curve at half-maximal effect; % of control where 0% means no effect
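AC50 values, positive or negative, reflect shifts in EC10 NKH 477-induced CRE-bla reporter activity in CHO cells. Incubation lasted 3 h at 37 °C before CCF4 substrate (2 h, room temperature) and ratiometric 460/530 nm reading.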
HADH2 inhib: blocks human hydroxyacyl-CoA dehydrogenase type II; 73,000 tested, 3.4% active; Potency, µM (series often up to 57.1 µM), for the others: at the top dose activity change, negative = inhibition, most hits filed as inhibitors; recombinant HADH2, NADH fluorescence, beta-hydroxybutyryl-CoA; Q99714; also: potency is read from the fitted curve at half-maximal effect; % is scaled to controls: 0 for no effect and ±100 for the full control effect; nearly all actives have a fitted effect of over 60% in size; many of its hits are not listed in these tables
Target sequence (Q99714 whole entry, looked up, one chain of several): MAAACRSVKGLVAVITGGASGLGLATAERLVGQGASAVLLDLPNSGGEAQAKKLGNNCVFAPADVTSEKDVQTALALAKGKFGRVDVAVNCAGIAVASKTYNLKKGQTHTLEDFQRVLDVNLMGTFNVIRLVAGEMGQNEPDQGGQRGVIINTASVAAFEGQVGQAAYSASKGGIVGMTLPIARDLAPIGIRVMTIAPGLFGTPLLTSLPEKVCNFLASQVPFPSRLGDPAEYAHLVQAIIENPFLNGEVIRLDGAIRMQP
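20 nM HADH2 + cpd, 15 min RT; add 1 mM NAD+/90 uM beta-hydroxybutyryl-CoA; kinetic fluorescence 360/450 nm, 4 min. Tris-HCl pH 9.0, 0.01% Tween-20.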
Rhodamine autofl: rhodamine region autofluorescence. Rhodamine-region fluorescence, 547/598 nm, Tris buffer; hits give high values. max dye-equivalent concentration, M. 59,000 tested, 0.05% active; in the data active = max dye-equivalent concentration above about 11 nM; inconclusive = between about 1.1 nM and that limit
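Intensities are converted to rhodamine-equivalent concentration using a six-point rhodamine standard on each plate. Compounds sit 15 min at room temperature in 100 mM Tris buffer, pH 8.0; read uses the 547/598 nm excitation/emission pair.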
ERK AVP block: vasopressin-driven ERK pathway inhibition; HEK293-V1b, vasopressin-stimulated pERK AlphaScreen; Potency, µM (highest dose often 57.5 µM), inactives show at the top dose activity, negative = inhibition, hits mostly inhibitors; 72,000 tested, 0.99% active; AID 995; also: potency is read from the fitted curve at half-maximal effect; % is scaled to controls: 0 for no effect and ±100 for the full control effect; nearly all actives have a fitted effect of over 55% in size
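qHTS, compounds titrated on V1b-expressing HEK293 cells. Preincubation 30 min at 37C, vasopressin 25 nM for 5 min, lysis 10 min, bead incubation 5 hr at room temperature.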
HBB splice mod: modulators of hemoglobin beta chain splicing; 65,000 tested, 0.06% active; Potency, µM (titrated, usually from 46.1 µM), for inactives: at the highest dose activation, hits mostly activators; AID 925; HBB splicing reporter cell assay, activation; EGFP reporter with mutant IVS2-654 intron; response scale: normalised to 500 nM splice-correcting PNA; also: potency is read from the fitted curve at half-maximal effect; 0% is about no effect
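Compounds were applied for 2 days to HeLa EGFP-654 cells, 500/well in Optimem with 2% FCS. The reporter's EGFP is disrupted by mis-splicing of beta-globin intron IVS2-654. Readout: summed well GFP fluorescence from 488 nm laser scanning; reference was 500 nM antisense […] 654 PNA.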
Luciferase inh: firefly luciferase inhibition; P08659; purified firefly luciferase, luminescence, 8 min; Potency, µM (titrated, usually from 57.1 µM), for the others: at the highest dose activity change, negative = inhibition, hits mostly inhibitors; 72,000 tested, 2.2% active; also: potency is read from the fitted curve at half-maximal effect; % is scaled to controls: 0 for no effect and ±100 for the full control effect; nearly all actives have a fitted effect of over 40% in size
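Inhibition of light generation by firefly luciferase from ATP and luciferin was profiled with concentration-response curves per sample, ATP held at 10 uM within the enzyme's linear range. Plates were read by luminescence after an 8-minute ambient incubation.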
ALOX15 inhib: inhibitors of human 15-lipoxygenase (ALOX15); P16050; purified 15hLO-1, xylenol orange hydroperoxide absorbance; Potency, µM (top dose mostly 57.1 µM), without a hit: at the top dose activity change, negative = inhibition, hits mostly inhibitors; 74,000 tested, 1.4% active; also: potency is read from the fitted curve at half-maximal effect; % is scaled to controls: 0 for no effect and ±100 for the full control effect; nearly all actives have a fitted effect of over 55% in size
Target sequence (P16050 whole entry, looked up): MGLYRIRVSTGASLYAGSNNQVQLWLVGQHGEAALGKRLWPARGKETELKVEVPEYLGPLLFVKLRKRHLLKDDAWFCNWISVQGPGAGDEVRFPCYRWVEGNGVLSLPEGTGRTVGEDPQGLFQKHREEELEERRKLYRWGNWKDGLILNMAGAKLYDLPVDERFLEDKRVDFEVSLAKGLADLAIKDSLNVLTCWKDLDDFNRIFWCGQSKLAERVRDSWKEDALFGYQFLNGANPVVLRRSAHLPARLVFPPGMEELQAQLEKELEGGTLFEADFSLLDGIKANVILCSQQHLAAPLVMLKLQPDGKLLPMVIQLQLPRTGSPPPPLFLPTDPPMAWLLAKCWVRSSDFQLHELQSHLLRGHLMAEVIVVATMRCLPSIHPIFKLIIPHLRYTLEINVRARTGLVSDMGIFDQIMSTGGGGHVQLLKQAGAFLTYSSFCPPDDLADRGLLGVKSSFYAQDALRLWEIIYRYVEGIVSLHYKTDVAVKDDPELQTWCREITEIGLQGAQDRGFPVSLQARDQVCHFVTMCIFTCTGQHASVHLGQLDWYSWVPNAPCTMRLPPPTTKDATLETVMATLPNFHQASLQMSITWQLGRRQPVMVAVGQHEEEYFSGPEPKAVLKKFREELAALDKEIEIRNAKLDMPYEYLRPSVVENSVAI
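Purified human 15hLO-1 (40 nM) in 25 mM Hepes pH 7.5, 0.01% Triton X-100, preincubated 15 min RT with compound, then 50 uM arachidonic acid for 6 min. Hydroperoxide read by ferrous/xylenol orange, 30 min; 573/405 nm absorbance ratio gave progress.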
DNA Pol III inh: DNA polymerase III holoenzyme inhibition; reconstituted DNA polymerase III holoenzyme replication, biochemical; 71,000 tested, 0.25% active; Potency, µM (top dose mostly 57.1 µM), for inactives: top-dose activity change, negative = inhibition; AID 603; also: potency is read from the fitted curve at half-maximal effect; % is scaled to controls: 0 for no effect and ±100 for the full control effect
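Reconstituted *E. coli* holoenzyme (0.35 nM Pol III, 1 nM beta, 154 nM SSB, 2 nM primase) was preincubated with compound for 15 min at RT. Synthesis on 1.4 nM ssM13Gori ran 35 min, then was stopped with PicoGreen/EDTA and read as dsDNA fluorescence.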
Texas Red fluor: compounds fluorescent in Texas Red spectral region. AID 587. max dye-equivalent concentration, M. Compound fluorescence, Texas Red channel, 547/618 nm; hits give high values. 59,000 tested, 0.06% active; in the data active = max dye-equivalent concentration above about 10 nM; inconclusive = between about 1.1 nM and that limit
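Compound titrations in 100 mM Tris pH 8.0 were incubated 15 min at room temperature and read at 547 nm excitation / 618 nm emission. Texas Red six-point standard curve on each plate converted fluorescence to dye-equivalent concentration.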
Tau fil binding: binds recombinant human tau filaments; 71,000 tested, 2% active; P10636; recombinant tau filaments, thioflavin S fluorescence, 15 h; filaments grown with octadecylsulfate alongside compound; Potency, µM (top dose mostly 57.1 µM), for inactives: top-dose activity change, negative = inhibition; AID 596;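 also: potency is read from the fitted curve at half-maximal effect; % is scaled to controls: 0 for no effect and ±100 for the full control effect; actives lower thioflavin S fluorescence by blocking filaments or displacing dye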
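Tau 2 uM in ThS buffer dispensed; compound added; 60 uM ODS added (finals 1 uM tau, 30 uM ODS); 15 h 37 C; fluor ex450/em510.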
* hit, by the source's call; i = inactive; ? = inconclusive; . = no result given; & = joins results of further samples; [ ] = another dose, or the depositor's remark. Unless noted, calls follow the shape of the dose curve; as a rule, active = well fitted curve in the direction sought with a large enough effect; inconclusive = small, poorly fitted or top-dose-only effect, or another doubt; inactive = no such curve, though single readings can be large; an effect the other way counts as inactive or inconclusive. An excerpt. The share of hits here may be higher or lower than overall.

SMILES | Hsp90 Hop PPI | CRE-bla Fsk | HADH2 inhib | Rhodamine autofl | ERK AVP block | HBB splice mod | Luciferase inh | ALOX15 inhib | DNA Pol III inh | Texas Red fluor | Tau fil binding
C=CCOC(=O)C1=C(C)OC(N)=C(C(=O)OCC)C12C(=O)N(CC(N)=O)c1ccccc12 (centres undefined) | -5% | 3% | 12% | i | 7% | 0.0% | 0% | 10% | -2% | i | 0%
CC(C)(C)C(=O)C1C(=O)c2ccccc2C1=O | -5% | -12% | ? | . | 11% | 16µM* | . | -3% | -1% | . | -9%
O=[N+]([O-])c1ccc(O)c([N+](=O)[O-])c1 | 2% | 0% | -8% | . | ? | -0.4% | . | -3% | -1% | . | 1%
OCCCBr | -2% | -8% | -11% | . | 10% | 0.5% | . | -5% | 7% | . | 7%
Oc1cc(Cl)c(Cl)cc1Cl | -4% | 21% | ? | . | 10% | -0.7% | . | -11% | -7% | . | 8%
CN1C[C@H](CO)C=C2c3cccc4[nH]cc(c34)C[C@@H]21 | -3%[26 µM] | -12%[17.1 µM] | 13µM* | i | -14%[25.7 µM] | 1.9%[20.6 µM] | 3%[25.5 µM] | -10%[25.6 µM] | -8%[25.6 µM] | i | 8%[25.6 µM]
c1nc(N2CC2)c2cnn([C@@H]3CCCCO3)c2n1 | -5%[11 µM] | -20%[7.6 µM] | 2%[11.4 µM] | i | -6%[11.5 µM] | 3.6%[9.22 µM] | 1%[11.4 µM] | 1%[11.4 µM] | 6%[11.4 µM] | i | 5%[11.4 µM]
O=C(COc1ccc(Br)cc1)N1CCN(C2CCCC2)CC1 | -2% | 2% | 1% | . | -9% | 0.4% | 4% | -1% | -1% | . | 10%
C=CCSC1=N/C(=C\c2cc(OC)c3c(c2)OCO3)C(=O)S1 | 24% | 6% | ? | . | 10% | -1.5% | 3% | ? | -3% | . | 140%
O=C(NCNC(=O)N[C@H]1C(=O)NC(=O)N1CO)N[C@H]1C(=O)NC(=O)N1CO | -1%[26 µM] | 0%[17.1 µM] | 2%[25.6 µM] | i | -2%[25.7 µM] | 2.2%[20.6 µM] | -6%[25.5 µM] | 9%[25.6 µM] | 9%[25.6 µM] | ? | -2%[25.6 µM]
O=c1[nH]c(=O)n(C2CCCCCC2)c(O)c1C=NCCCN1CCOCC1 | -1% | 2% | 3% | i | -5% | 3.1%[0.369 µM] | 1% | 6% | -1% | i | 1%
O=C1C=CC(=O)C=C1 | -3%&-6% | -5%&-2% | ? | i | ? | -0.4%&-1.3% | 1% | -26% | 1%&-2% | i | -10%&0%
c1ccc2c(c1)-c1cccc3c1c-2cc1ccccc13 | 5µM* | ? | 3.2µM* | . | 65%[activator] | 0.0% | . | 5% | 10% | . | 24%
Cc1ccc2c(c1)C1CN(C)CCC1N2C(=O)c1ccc(Br)o1 (centres undefined) | 4% | -15% | -8% | i | -3% | -1.3% | -3% | -3% | -5% | i | 4%
O=C(Oc1ccccc1)N1CCC2(CCN(Cc3ccncc3)CC2)CC1 | -5% | 1% | 4% | i | -6% | -0.6% | 1%[11.4 µM] | 13% | 4% | i | 60%
O=Nc1ccc(Nc2ccccc2)cc1 | -11% | ? | 3.2µM* | . | -18% | -0.8% | . | -21% | 1% | . | 32µM*
C[C@]1(C(=O)O)[C@@H]2CC[C@@H](O2)[C@@]1(C)C(=O)O | -10% | ? | 12% | i | 7.9µM* | 1.4% | 2% | 13% | 6% | i | 2%
CCCCn1c(O)c(C(C)=NCCN2CCCCC2)c(=O)[nH]c1=O | -7% | -10% | -6% | i | -4% | 3.6%[0.369 µM] | -5% | -18% | -2% | i | 2%
CC(=O)Nc1ccc(OC(=O)N(C)c2ccccc2)cc1 | -6%[11 µM] | ? | 6%[11.4 µM] | . | -7% | -3.1%[0.0738 µM] | 0% | 7%[11.4 µM] | 3%[11.4 µM] | . | 2%[11.4 µM]
Cc1sc2ncn(CC(=O)N3CCC4(CC3)OCCO4)c(=O)c2c1C | 2% | ? | -5% | i | 7% | -1.2% | 2% | 4% | -4% | i | 9%

Sorted by heavy-atom count (ascending): part of the list above.
SMILES | Hsp90 Hop PPI | CRE-bla Fsk | HADH2 inhib | Rhodamine autofl | ERK AVP block | HBB splice mod | Luciferase inh | ALOX15 inhib | DNA Pol III inh | Texas Red fluor | Tau fil binding
O=C1C=CC(=O)C=C1 | -3%&-6% | -5%&-2% | ? | i | ? | -0.4%&-1.3% | 1% | -26% | 1%&-2% | i | -10%&0%
C[C@]1(C(=O)O)[C@@H]2CC[C@@H](O2)[C@@]1(C)C(=O)O | -10% | ? | 12% | i | 7.9µM* | 1.4% | 2% | 13% | 6% | i | 2%
c1ccc2c(c1)-c1cccc3c1c-2cc1ccccc13 | 5µM* | ? | 3.2µM* | . | 65%[activator] | 0.0% | . | 5% | 10% | . | 24%

Further structures:
SMILES | Hsp90 Hop PPI | CRE-bla Fsk | HADH2 inhib | Rhodamine autofl | ERK AVP block | HBB splice mod | Luciferase inh | ALOX15 inhib | DNA Pol III inh | Texas Red fluor | Tau fil binding
COc1ccc(CNC(=O)/C=C\c2ccc3[nH]cc(CCN(C)C)c3c2)cc1 | -4%&-11% | -23%&-11% | 18%&-8% | i | 14% | 1.4% | 0%&0% | -4% | -8%&-2% | i | 4%&8%
N#Cc1cc2c(nc1SCC(=O)Nc1ccc(Cl)cc1)C1CCN2CC1 | -2% | ? | 15% | i | -25% | 5.6%[1.84 µM] | -1% | 7% | 2% | i | 76%
O=S(=O)(Nc1ccc(-c2nc3ccccc3o2)cc1)c1ccccc1 | 2% | 6% | ? | i | -15% | -0.2%[57.5 µM] | -8% | -20% | 18% | i | 22%
COc1cccc(OCC(=O)N2CCN(C)CC2)c1 | -2% | 1% | -5% | . | -4% | 0.9% | -1% | 3% | -2% | . | 9%
O=C(NCC(c1cccnc1)N1CCN(c2ccccc2F)CC1)Oc1ccccc1 (centres undefined) | -5% | -21% | 2% | i | -20% | 0.1% | -5% | 23% | -2% | i | 12%
NC[C@@H]1O[C@H](O[C@H]2[C@H](O)[C@@H](O[C@H]3[C@H](O)[C@H](N)C[C@H](N)[C@H]3O[C@@H]3O[C@H](CO)[C@@H](O)[C@H](O)[C@@H]3N)O[C@H]2CO)[C@@H](N)[C@H](O)[C@@H]1O | -1%[26 µM] | -1%[17.1 µM] | 4%[25.6 µM] | i | -5%[25.7 µM] | 11%[20.6 µM] | 6%[25.5 µM] | 14%[25.6 µM] | -2%[25.6 µM] | i | 6%[25.6 µM]
O=C(O)C(Oc1nc(=S)[nH]c(=S)[nH]1)(c1ccc(Cl)cc1)c1ccc(Cl)cc1 | -4%[11 µM] | -5%[7.6 µM] | -3%[11.4 µM] | i | 17%[11.5 µM] | 2.8%[9.22 µM] | 1%[11.4 µM] | 9%[11.4 µM] | -3%[11.4 µM] | ? | 0%[11.4 µM]
O=[N+]([O-])c1cccc(CCl)c1 | 2% | -13% | -5% | . | 15% | 0.3% | . | -8% | 2% | . | 1%
CC(C)[C@]1(O)[C@@H](OC(=O)c2ccc[nH]2)[C@]2(O)[C@@]3(C)C[C@@]4(O)O[C@@]5([C@H](O)[C@@H](C)CC[C@]35O)[C@]2(O)[C@]41C | -1%[11 µM] | 10%[7.6 µM] | 14%[11.4 µM] | i | 16%[11.5 µM] | 5.5%[9.22 µM] | 2%[11.4 µM] | 0%[11.4 µM] | -9%[11.4 µM] | ? | 17%[11.4 µM]
COc1ccccc1-n1c(O)c(C=NCc2ccc3c(c2)OCO3)c(=O)[nH]c1=O | -7% | ? | 1% | i | -6% | -1.5% | 2% | 7% | 0% | i | -8%
O=P1(N(CCCl)CCCl)NCCCO1 (centres undefined) | 1%&-13% | -2%&-3% | 9%&-16% | i | 4%&17% | 0.5%&0.4% | 3% | ? | -1%&-4% | i | 2%&-2%
C=C(Cl)CSC(=S)N(CC)CC | 1% | 7% | -2% | . | 12% | -0.5% | . | 1% | -5% | . | 9%

Bioassay records (PubChem)
